# FLuc modulator: qHTS profiling assay for firefly luciferase inhibitor/activator using purifed enzyme and Km concentrations of substrates (counterscreen for miR-21 project). Luciferin 4-monooxygenase (Photinus pyralis), P08659. purified FLuc, Km substrates, luminescence inhibition. Potency, µM (titrated, usually from 57.5 µM), without a hit: at the top dose activity change, negative = inhibition, actives largely listed as inhibitors. hit rate 6.9% among 360,000. AID 588342, 2011;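 further: potency means the concentration at half of the fitted maximal effect; plate controls were vehicle for no effect and reference inhibitor for full effect; nearly all actives have a fitted effect of over 55% in size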
#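 Biochemical qHTS of compounds, final roughly 60 µM downward over six points, against 10 nM purified firefly luciferase using Km concentrations of substrates (10 uM D-luciferin, 10 uM ATP) in Tris acetate pH 7.5 buffer; luminescence output.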
# ELG1 DNA repair: qHTS screen for small molecules that inhibit ELG1-dependent DNA repair in human embryonic kidney (HEK293T) cells expressing luciferase-tagged ELG1 | HEK293T ELG1-luciferase reporter, luminescence, 16 h; DNA damage induced by 5-fluorouridine | Potency, µM (highest dose often 46.1 µM), for inactives: top-dose activity change, negative = inhibition, actives largely listed as inhibitors | hit rate 2.3% among 330,000; further: potency means the concentration at half of the fitted maximal effect; on the % scale 0 is the no-effect control and ±100 the full control effect; nearly all actives have a fitted effect of over 55% in size
#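 DMSO vehicle served as the neutral condition. Each well held 2,000 cells given 5-fluorouridine plus compound; after 16 hr at 37 °C/5% CO2, ONE-Glo was added and luciferase measured 30 min later.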
# Rab9 promoter act: qHTS Assay for Rab9 Promoter Activators | Potency, µM (titrated, usually from 9.22 µM), for inactives: at the highest dose activation, negative = inhibition, hits mostly activators | Huh7 Rab9 promoter-luciferase reporter, luminescence, 24 h | hit rate 2.8% among 320,000; further: potency means the concentration at half of the fitted maximal effect; % of control where 0% means no effect; nearly all actives have a fitted effect of over 60% in size
#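 Luminescence read-out: Huh7 cells stably expressing Rab9-luciferase, treated 24 h with compound at 37 °C, then lysed with luciferase reagent for 10 min at ambient before reading.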
# BRCA1 expr act: qHTS Assay to Identify Small Molecule Activators of BRCA1 Expression | MCF7-BRCA1-FFLuc reporter, luminescence, 48 h; response scale: scaled: vehicle 0%, 10 µM genistein 100% | Potency, µM (highest dose often 46.1 µM), for inactives: top-dose activation, usual class: activators | hit rate 1.1% among 380,000 | AID 624202, 2012; further: potency means the concentration at half of the fitted maximal effect; nearly all actives have a fitted effect of over 80% in size; some results filed as inactive show a strong effect at the top dose
#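 Reporter cells (MCF7, BRCA1 promoter-firefly luciferase) received library compounds across a concentration series for 48 h. End-point luminescence was measured and concentration-effect curves derived after normalization.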
# Gal4-VP16 FLuc: VP16 counterscreen qHTS for inhibitors of ROR gamma transcriptional activity; hit rate 3.5% among 310,000; Drosophila S2 Gal4-VP16 UAS-luciferase, luminescence, 20 h; Potency, µM (series often up to 53.6 µM), without a hit: at the highest dose activity, negative = inhibition, hits mostly inhibitors; AID 2546, 2010;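 further: Gal4-VP16 expression switched on by copper sulfate through the metallothionein promoter; potency means the concentration at half of the fitted maximal effect; on the % scale 0 is the no-effect control and ±100 the full control effect; nearly all actives have a fitted effect of over 50% in size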
# ELG1 genotox: qHTS screen for small molecules that induce genotoxicity in human embryonic kidney (HEK293T) cells expressing luciferase-tagged ELG1; HEK293T ELG1-luciferase reporter, luminescence, 16 h; Potency, µM (highest dose often 46 µM), for inactives: top-dose activity change, positive = activation, usual class: activators; hit rate 1.3% among 330,000; further: potency means the concentration at half of the fitted maximal effect; % of control where 0% means no effect; nearly all actives have a fitted effect of over 60% in size
#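 HEK293T cells expressing luciferase-tagged ELG1 were exposed to compound or DMSO vehicle for 16 hr at 37 °C and 5% CO2. Luciferase activity was then measured with ONE-Glo after 30 min at room temperature.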
# Tb PFK inh: qHTS Assay to Find Inhibitors of T. brucei phosphofructokinase. ATP-dependent 6-phosphofructokinase (Trypanosoma brucei brucei), O15648. T. brucei PFK, ADP-Glo luminescence. Potency, µM (doses to about 57.5 µM), inactives show at the highest dose activity, negative = inhibition, actives largely listed as inhibitors. hit rate 0.17% among 330,000. AID 485367, 2010;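 further: potency means the concentration at half of the fitted maximal effect; 0% = uninhibited 1x PFK enzyme wells and -100% = no-enzyme wells; nearly all actives have a fitted effect of over 60% in size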
#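 ADP-Glo luminescence quantified ADP after 45 min at room temperature, with 1.25 nM T. brucei PFK, 0.1 mM ATP and 0.5 mM fructose-6-phosphate in pH 8.0 TEA buffer. qHTS titrations up to 57 µM; curves classified by quality.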
# p53 reactivation: qHTS assay for re-activators of p53 using a Luc reporter | H1299 p53-A138V BP100-luciferase reporter, luminescence, 24 h | Potency, µM (top dose mostly 92.2 µM), for inactives: at the highest dose activity change, positive = activation, hits mostly activators | hit rate 0.063% among 320,000 | AID 504706, 2011; further: potency means the concentration at half of the fitted maximal effect; % of control where 0% means no effect; nearly all actives have a fitted effect of over 45% in size
#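 p53-null H1299 cells stably carrying temperature-sensitive p53-A138V and a BP100-luciferase reporter were pinned with compounds (4-point, 1:5 series) and held 24 hrs at 37 deg C. Luminescence was read 10 min after detection reagent.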
# TRPV1 agonist: HTS Assay for Compounds that Act as Agonists of the Vanilloid Receptor 1. TRPV1-expressing cells, Fluo-8 calcium influx, agonist mode. activation, % at 8.33 µM. hit rate 0.19% among 320,000; in the data active means activation above about 80%; inconclusive means between about 30% and that limit; further: 0% is about no effect
# Target sequence (Q8NER1 whole entry, looked up): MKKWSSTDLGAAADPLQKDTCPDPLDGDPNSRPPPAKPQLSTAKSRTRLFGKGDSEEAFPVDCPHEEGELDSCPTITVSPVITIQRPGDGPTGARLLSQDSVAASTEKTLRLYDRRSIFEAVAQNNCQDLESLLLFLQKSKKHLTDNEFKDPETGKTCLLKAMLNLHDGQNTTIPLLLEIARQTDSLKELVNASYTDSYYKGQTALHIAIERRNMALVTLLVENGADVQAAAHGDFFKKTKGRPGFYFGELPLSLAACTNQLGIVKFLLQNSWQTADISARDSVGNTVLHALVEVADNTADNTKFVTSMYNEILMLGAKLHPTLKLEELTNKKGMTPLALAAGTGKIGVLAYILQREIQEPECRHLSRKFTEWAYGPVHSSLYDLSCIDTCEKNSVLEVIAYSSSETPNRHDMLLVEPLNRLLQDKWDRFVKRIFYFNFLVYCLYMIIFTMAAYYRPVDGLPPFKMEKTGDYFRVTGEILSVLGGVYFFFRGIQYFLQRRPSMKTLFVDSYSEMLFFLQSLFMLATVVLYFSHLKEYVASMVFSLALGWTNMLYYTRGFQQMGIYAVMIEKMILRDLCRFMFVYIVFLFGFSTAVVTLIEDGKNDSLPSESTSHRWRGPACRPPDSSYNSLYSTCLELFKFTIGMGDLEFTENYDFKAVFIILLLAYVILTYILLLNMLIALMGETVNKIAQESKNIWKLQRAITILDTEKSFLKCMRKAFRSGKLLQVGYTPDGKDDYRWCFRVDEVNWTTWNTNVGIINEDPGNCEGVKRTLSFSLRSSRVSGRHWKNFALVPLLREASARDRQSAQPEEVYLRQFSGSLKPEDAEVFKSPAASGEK
#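 TRPV1-expressing cells were cultured overnight at 35.5C and loaded with Fluo-8 calcium dye for 40 to 90 min at room temperature. After a 10 s baseline, compound was added and calcium influx was read kinetically for 3 min (ex 480/em 520 nm).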
# NPC1 prom act: qHTS Assay for NPC1 Promoter Activators; Huh7 NPC1 promoter luciferase reporter, 24 h; AID 485313, 2010; Potency, µM (highest dose often 9.22 µM), without a hit: at the top dose activation, hits mostly activators; hit rate 2.4% among 320,000;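 further: potency means the concentration at half of the fitted maximal effect; % of control where 0% means no effect; nearly all actives have a fitted effect of over 60% in size; reporter is driven by a mutant NPC1 promoter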
#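 Stable NPC1-promoter luciferase Huh7 line; cpd (DMSO) 24 h, 37 °C, 5% CO2; Amplite luciferase reagent 10 min RT; luminescence readout. qHTS format.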
# RORgamma inh: qHTS for inhibitors of ROR gamma transcriptional activity; Nuclear receptor ROR-gamma (Mus musculus), P51450; Drosophila S2 Gal4-RORgamma UAS-luciferase reporter, 20 h; Potency, µM (doses to about 53.6 µM), for the others: at the top dose activity change, negative = inhibition, usual class: inhibitors; hit rate 5.4% among 310,000; AID 2551, 2010; further: potency means the concentration at half of the fitted maximal effect; on the % scale 0 is the no-effect control and ±100 the full control effect; nearly all actives have a fitted effect of over 60% in size
#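 Stable Schneider cell line, Gal4 DNA-binding domain fused to ROR gamma, UAS-luciferase. Cmpd 1 hr RT → CuSO4 700 uM final → 20 hr RT → luciferase reagent 10 min → luminescence.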
# * = called active by the depositor; i = inactive; u = inconclusive; x = no result given; [ ] = another dose, or the depositor's remark. Unless noted, the call rests on the fitted dose curve; in most records, active means well fitted curve in the direction sought with a large enough effect; inconclusive means small, poorly fitted or top-dose-only effect, or another doubt; inactive means no such curve, though single readings can be large; an effect the other way counts as inactive or inconclusive. Compounds as they come; any-hit rate near 15%.
1. Cn1c(=O)[nH]c(=O)c2c1nc(N1CCCCCC1)n2CCOc1ccccc1
2. NS(=O)(=O)c1ccc(CCNC(=O)CCC2COc3ccccc3O2)cc1 (configuration not stated)
3. COCCCNC(=O)Cn1cnc2c(NCc3ccccc3)ncnc21
4. Cc1nc(SCc2ccc(C(=O)O)cc2)nc2c1CCCC2
5. CC(C)c1ccc(CN(C)C(=O)c2ccc(S(=O)(=O)NCc3ccco3)cc2)cc1
6. CC(C)N(C(=O)CN1CCN(C(=O)C2COc3ccccc3O2)CC1)C(C)C (configuration not stated)
7. COCCn1c(C(F)(F)F)ccc(NC(=O)c2ccccc2)c1=O
8. Cc1ccc(NC(=O)COC(=O)CSCC(=O)Nc2cc(C)on2)c(C)c1
screen / no.,1,2,3,4,5,6,7,8
FLuc modulator,-1%,1%,x,-4%,x,1%,7.6µM*,-1%
ELG1 DNA repair,17%,-2%,9%,u,3%,-6%,u,11%
Rab9 promoter act,1%,-7%,x,-3%,-5%,-2%,1.3µM*,-1%
BRCA1 expr act,-4%,1%,5%,-65%,-13%,4%,51%,-8%
Gal4-VP16 FLuc,0%,-9%,x,4%,x,x,-3%,x
ELG1 genotox,2%,3%,3%,-6%,1%,-4%,7.3µM*,0%
Tb PFK inh,7%,-5%,-6%,-2%,-1%,0%,-5%,20%
p53 reactivation,-2%,-11%,-5%,-4%,6%,-6%,u,6%
TRPV1 agonist,2,-1,x,22,-1,8,20,1
NPC1 prom act,-7%,-2%,x,0%,-4%,-1%,1.4µM*,0%
RORgamma inh,-1%,-1%,x,3%,x,x,-26%,x

# Single records, from the list above. Order of values: FLuc modulator, ELG1 DNA repair, Rab9 promoter act, BRCA1 expr act, Gal4-VP16 FLuc, ELG1 genotox, Tb PFK inh, p53 reactivation, TRPV1 agonist, NPC1 prom act, RORgamma inh
# Entry for CC(C)c1ccc(CN(C)C(=O)c2ccc(S(=O)(=O)NCc3ccco3)cc2)cc1 : x, 3%, -5%, -13%, x, 1%, -1%, 6%, -1, -4%, x
# Entry for Cc1nc(SCc2ccc(C(=O)O)cc2)nc2c1CCCC2 : -4%, u, -3%, -65%, 4%, -6%, -2%, -4%, 22, 0%, 3%
# Entry for NS(=O)(=O)c1ccc(CCNC(=O)CCC2COc3ccccc3O2)cc1 (configuration not stated) : 1%, -2%, -7%, 1%, -9%, 3%, -5%, -11%, -1, -2%, -1%
# Entry for COCCn1c(C(F)(F)F)ccc(NC(=O)c2ccccc2)c1=O : 7.6µM*, u, 1.3µM*, 51%, -3%, 7.3µM*, -5%, u, 20, 1.4µM*, -26%

# The results go on.
9. CCc1ccccc1N(C)C(=O)CCc1nc(-c2ccc(C)cc2)no1
10. O=C(NC(Cc1c[nH]c2ccccc12)C(=O)N/N=C/c1cccc2ccccc12)c1cccs1 (configuration not stated)
11. COc1ccccc1NC(=O)CSc1nnc(CNC(=O)COc2ccc(Cl)cc2)o1
12. COc1ccc(N(C(=O)COc2ccc(C)cc2)S(=O)(=O)c2ccc(C)cc2)cc1
13. COc1cccc(CNC(=O)N[C@@H](C)C(=O)O)c1
14. O=C(CNC(=O)c1ccc(Br)o1)Nc1ccncc1
15. COc1ccccc1N1CCN(/N=C/c2cc(OC)c(O)c(OC)c2)CC1
16. CCN(CC)S(=O)(=O)c1ccc2c(c1)c(=O)c(C(=O)NCc1ccc3c(c1)OCO3)cn2C
screen / no.,9,10,11,12,13,14,15,16
FLuc modulator,-3%,2%,-6%,2%,0%,-2%,u,2%
ELG1 DNA repair,u,u,6%,15%,-15%,-4%,-2%,u
Rab9 promoter act,3%,0%,6%,-4%,-6%,1%,0%,-1%
BRCA1 expr act,-43%,-55%,0%,-33%,3%,3%,75%,x
Gal4-VP16 FLuc,u,-7%,-23%,0%,1%,x,-8%,-6%
ELG1 genotox,-13%,-5%,-3%,-2%,-3%,-3%,2%,1%
Tb PFK inh,2%,2%,-7%,-8%,-4%,-4%,-1%,7%
p53 reactivation,-21%,-5%,1%,-3%,8%,2%,-1%,-5%
TRPV1 agonist,4,0,-15,8,-1,1,1,7
NPC1 prom act,2%,-1%,1%,-2%,-1%,-7%,-2%,0%
RORgamma inh,u,26%,u,-8%[10 µM],29%,x,20%,20%

17. Cc1nn(CC(=O)NCCCN2CCN(Cc3ccccc3)CC2)c(=O)c2cc(-c3ccccc3)nn12
18. CCN(CC)S(=O)(=O)c1ccc(NC(=O)CN(c2cccc(C)c2)S(C)(=O)=O)cc1
19. COc1ccc(CNC(=O)CN(Cc2ccccc2Cl)C(=O)c2csnn2)cc1
20. CCCCCCN1C=CC(=C/C=C(\C#N)C(=O)OCC)C=C1
21. Cc1nc(CC(C)C)cc(C(=O)N2CCCC(CNS(=O)(=O)c3cccs3)C2)n1 (configuration not stated)
22. O=C(C[n+]1ccccc1)c1ccc(Cl)cc1
23. COc1ccc(CCNC(=O)c2ccc3ccccc3n2)cc1OC
24. COC(=O)CSc1nc2c(c(-c3ccc(C)o3)c1C#N)CCCC2
screen / no.,17,18,19,20,21,22,23,24
FLuc modulator,-3%,0%,1%,9%,-3%,3%,-11%,-5%
ELG1 DNA repair,-5%,u,-3%,-2%,4%,3%,u,-10%
Rab9 promoter act,-6%,-2%,0%,-5%,-9%,-5%,0%,-4%
BRCA1 expr act,-11%,-16%,-5%,-17%,-1%,-8%,-15%,-7%
Gal4-VP16 FLuc,-3%,-3%,11%,-2%,11%,5%,4%,18%
ELG1 genotox,-5%,-1%,-13%,-7%,0%,1%,-6%,-2%
Tb PFK inh,1%,-6%,4%,-6%,-1%,1%,-7%,-2%
p53 reactivation,7%,-1%,-4%,4%,1%,-1%,-5%,-2%
TRPV1 agonist,0,-4,1,u,5,-1,27,3
NPC1 prom act,-1%,0%,-1%,-1%,2%,2%,0%,-2%
RORgamma inh,-15%,20%,8%,1%,42%,26%,-2%,-19%

25. COc1ccc(-c2noc(CCC(=O)NCCCN3CCN(c4ccc(F)cc4)CC3)n2)cc1
26. COc1ccc(-c2ncc(CN3CCC(CO)(Cc4cccc(OC)c4)CC3)cn2)cc1
27. COc1cc(CN2CCC(C(=O)N3CCCC(C)C3)CC2)cc(OC)c1O (configuration not stated)
28. COc1cc2c(cc1OC)CC(=O)NC=C2
29. Cc1nc(NS(=O)(=O)c2ccccc2)sc1NC(=O)Nc1ccccc1
30. CC(=O)N1CCN(S(=O)(=O)c2ccccc2)C1c1ccccc1 (configuration not stated)
31. O=C(Nc1ccccc1N1CCCC1)c1ccc(F)c(S(=O)(=O)N2CCOCC2)c1
32. COc1cc2c(cc1OC)C1OC(c3ccsc3)(C2)Oc2cc(C)oc(=O)c21 (configuration not stated)
screen / no.,25,26,27,28,29,30,31,32
FLuc modulator,4%,u,1%,-2%,-11%,0%,1%,-2%[11.5 µM]
ELG1 DNA repair,0%,u,3%,u,22%,1%,6%,x
Rab9 promoter act,-20%,-2%,-2%,-4%,1%,-2%,0%,-1%[1.84 µM]
BRCA1 expr act,-3%,-4%,4%,10%,3%,13%,-4%,x
Gal4-VP16 FLuc,-2%[10 µM],-4%,-1%,-2%,7%,-5%,x,-4%[10 µM]
ELG1 genotox,-13%,-9%,0%,0%,0%,-1%,-3%,x
Tb PFK inh,-2%,0%,-10%,0%,0%,-1%,21%,1%[11.5 µM]
p53 reactivation,4%,4%,7%,-5%,-1%,-16%,-2%,x
TRPV1 agonist,-5,7,0,-11,-1,-3,10,i
NPC1 prom act,-8%,-7%,1%,2%,0%,-1%,-4%,1%[1.84 µM]
RORgamma inh,u,31%,-16%,-30%,7%,-5%,x,3%[10 µM]

# Compound activity: PubChem BioAssay, National Center for Advancing Translational Sciences (NCATS)
